Rin1-Abl PPI inh: inhibitors of human Rin1-Abl protein interaction. P00519+Q13671. TR-FRET Rin1/Abl binding, biochemical. inhibition, % at 7.35 µM. 360,000 compounds, 0.4% hits; in the data active means inhibition above about 5%, passing the limit was not always enough
Rpn11 inh: inhibitors of human proteasome Rpn11; calls only at 20 µM; human 26S proteasome, Ub4-pepOG fluorescence polarization; 20S core pre-blocked with epoxomicin; O00487; AID 588493; 360,000 compounds, 0.59% hits;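 active means inhibition at 20 µM, scaled to each plate's controls, above about 33%, limit read from the data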
Target sequence (O00487 whole entry, looked up): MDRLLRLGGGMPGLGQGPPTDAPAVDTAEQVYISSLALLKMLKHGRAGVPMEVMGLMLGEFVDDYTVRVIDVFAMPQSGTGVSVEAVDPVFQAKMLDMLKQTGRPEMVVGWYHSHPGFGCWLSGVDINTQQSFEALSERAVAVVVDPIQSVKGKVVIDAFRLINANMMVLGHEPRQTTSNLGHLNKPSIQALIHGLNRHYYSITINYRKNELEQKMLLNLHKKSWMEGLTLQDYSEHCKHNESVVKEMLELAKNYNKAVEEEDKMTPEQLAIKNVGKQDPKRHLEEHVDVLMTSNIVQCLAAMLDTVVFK
LMPTP inh: blocks human LMPTP phosphatase; P24666; recombinant LMPTP-A, OMFP fluorogenic substrate, fluorescence intensity; inhibition, % at 20 µM; 360,000 compounds, 0.22% hits;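 active means compounds that cut the enzyme signal by at least half of the control window in the single-dose screen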;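 further: plate controls were DMSO wells with enzyme plus substrate for no effect and substrate without enzyme for full effect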
Target sequence (P24666 whole entry, looked up): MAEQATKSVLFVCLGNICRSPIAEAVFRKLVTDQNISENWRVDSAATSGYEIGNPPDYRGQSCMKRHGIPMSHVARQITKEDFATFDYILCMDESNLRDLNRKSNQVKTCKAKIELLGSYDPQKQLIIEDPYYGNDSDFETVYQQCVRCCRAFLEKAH
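material = LMPTP-A | quantity = 0.625 nM enzyme | reagent = OMFP substrate, 400 µM final | buffer or medium = Bis-Tris pH 6.0, DTT, detergent | detection = endpoint fluorescence intensity from OMFP dephosphorylation | dosing = single 20 µM dose | read-out basis = % inhibition relative to no-enzyme and uninhibited control wells | control set = no-enzyme and uninhibited controls | timing = 50 min at room temperature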
DNMT1 block: inhibitors of human DNMT1 | 360,000 compounds, 0.83% hits | inhibition (reported as % activation of signal), % at 10 µM | AID 588458 | DNMT1 molecular beacon, Hinp1I cleavage, fluorescence | P26358; in the data active means inhibition above about 50%
Neddylation inh: cullin neddylation inhibition; P61081+Q13564; TR-FRET cullin neddylation, biochemical; calls only at 25 µM; 360,000 compounds, 0.58% hits; in the data active means inhibition above about 36%
CSN deneddyl inh: blocks human CSN-mediated cullin deneddylation; 360,000 compounds, 0.38% hits; Q92905; inhibition, % at 12.5 µM; Purified CSN, SCF-Nedd8-OG deneddylation, fluorescence polarization;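 active means pattern-corrected inhibition above about 35%, with an unprinted fluorescence ratio check between 0.5 and 1.5, limit read from the data, passing the limit was not always enough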;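 further: 0% = enzyme with substrate and 100% = substrate without enzyme; some results filed as inactive read as strong as hits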
Target sequence (Q92905 whole entry, looked up, one chain of several): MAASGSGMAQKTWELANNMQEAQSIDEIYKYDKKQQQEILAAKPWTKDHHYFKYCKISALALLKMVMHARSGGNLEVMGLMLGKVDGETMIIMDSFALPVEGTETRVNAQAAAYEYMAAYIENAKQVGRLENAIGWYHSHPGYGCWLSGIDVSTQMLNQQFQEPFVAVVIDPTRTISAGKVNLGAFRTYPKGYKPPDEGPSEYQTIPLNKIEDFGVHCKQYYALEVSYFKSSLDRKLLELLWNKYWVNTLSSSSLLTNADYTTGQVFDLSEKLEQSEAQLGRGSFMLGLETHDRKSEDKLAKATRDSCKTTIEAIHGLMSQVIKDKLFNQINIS
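Material: human Csn5 produced in HEK293T cells; Input: enzyme 0.24 nM; Reagent: SCFSkp2-Nedd8OG substrate at 10 nM final; Dosing: 12.5 µM compound; Incubation: 90 min reaction at room temperature; Detection: fluorescence polarization of the substrate; Evaluation: % inhibition of substrate cleavage by Csn5; Control set: substrate-only high control, full reaction low control.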
SUMO1-SIM PPI: SUMO1-SIM interaction modulation; P63165; SUMO1 binding to a labelled peptide, TR-FRET, 1 h; inhibition, % at 20 µM; 360,000 compounds, 0.33% hits; in the data active means inhibition above about 37%
Target sequence (P63165 whole entry, looked up): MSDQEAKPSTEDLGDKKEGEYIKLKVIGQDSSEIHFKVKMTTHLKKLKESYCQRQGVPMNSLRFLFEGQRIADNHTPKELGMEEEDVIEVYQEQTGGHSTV
Scp-1 inhibitor: Scp-1 (human) phosphatase inhibition. Q9GZU7. Recombinant Scp1, phosphopeptide, malachite green phosphate absorbance. inhibition, % at 20 µM. 340,000 compounds, 0.88% hits;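 active means inhibition above about 50% at 20 µM, limit read from the data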;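 further: plate controls were DMSO wells with enzyme for no effect and wells lacking enzyme for full effect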
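Incubation: 45 min enzyme reaction at room temperature / System: truncated SCP-1 phosphatase (76-261aa) / Reagent: Phospho 17-mer peptide substrate / Buffer or medium: Acidic Tris acetate buffer with magnesium and detergent / Signal: absorbance at 630 nm / Doses: one concentration, 20 µM, with 1.0% DMSO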
NadD block: inhibitors of Staphylococcus aureus NadD | purified NadD enzyme, colorimetric absorbance read-out | inhibition, % at 20 µM | 360,000 compounds, 0.78% hits; in the data active means inhibition above about 26%; further: some compounds past the cut are filed as inactive
STEP block: STEP (human) phosphatase inhibition; P54829; recombinant STEP, OMFP fluorogenic substrate, fluorescence; inhibition, % at 20 µM; 360,000 compounds, 0.25% hits; AID 588621;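 active means inhibition at 20 µM, scaled per plate between control wells, above about 37%, limit read from the data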;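 further: 0% = DMSO with enzyme and substrate and 100% = substrate only without enzyme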
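Material: STEP (striatal-enriched tyrosine phosphatase) enzyme, cell-free | Medium: 50 mM Bis-Tris pH 6.0 with 2.5 mM DTT and 0.005% Tween 20 | Read-out: Percent inhibition scaled to no-enzyme and uninhibited-enzyme controls, plate-pattern corrected | Signal: Fluorescence read at 480 nm ex / 540 nm em | Times: 20 min reaction, room temperature, in the dark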
Starred values were filed as active, the others as inactive; i = inactive; / = no result given.

#	smiles	Rin1-Abl PPI inh	Rpn11 inh	LMPTP inh	DNMT1 block	Neddylation inh	CSN deneddyl inh	SUMO1-SIM PPI	Scp-1 inhibitor	NadD block	STEP block
1	Cc1ccc(SC[C@H](Cc2ccccc2)N2CCN(CCc3ccccc3)CCC2=O)cc1	2	i	4.3	2	i	0	-1	14	-5	3
2	COc1ccc(S(=O)(=O)CCc2nnc(NC(=O)c3ccc(F)cc3)s2)cc1	1	i	-1.7	0	i	2	0	-7	-9	1
3	Cc1ccc(C(=O)OC(C)C(=O)Nc2ccc(Cl)cn2)s1 (stereo not drawn)	1	i	-0.8	1	i	-2	2	-8	-4	1
4	O=C(NNC(=O)c1cc(-c2cccc(Br)c2)nc2ccccc12)c1csc(N2CCOCC2)n1	3	i	-0.3	-10	i	-1	4	-2	24	-3
5	CCOc1nc(C)nc(NC(=O)NS(=O)(=O)c2ccccc2Cl)n1	1	i	-0.3	2	i	-1	0	-4	-1	1
6	Cc1ccc2nc(COc3ccc(N(C)S(=O)(=O)c4ccccc4)cc3)cc(=O)n2c1	-1	i	18	-12	i	1	-14	9	21	3
7	CCc1cc(Cn2nc(-c3ccccc3)cc2C(=O)NCc2ccccc2OC)on1	0	i	4.1	4	i	1	2	-7	-9	0
8	N#CCCN(C(=S)NC(=O)C1CCCCC1)c1ccccc1F	-1	i	-0.8	-2	i	-1	15	-8	1	-1
9	Cc1nc(C)c(-c2ccc(SCc3ccc([N+](=O)[O-])cc3)nn2)s1	1	i	1.4	-6	i	0	-25	5	5	6
10	O=C(NCC(c1cccnc1)N1CCN(c2ccc(F)cc2)CC1)OCc1ccccc1 (stereo not drawn)	0	i	1.1	-7	i	-4	-3	-10	-5	3
11	Cc1cc(=O)[nH]c(SCC(=O)Nc2ccc3c(c2)CCC3)c1C#N	1	i	-0.8	5	i	2	12	-2	-10	3
12	CCN(CC)CCn1c(O)c(N=O)c2ccccc21	3	i	-1.7	-1	i	-3	-7	2	-1	-5
13	CCOC(=O)c1c(C)[nH]c(C)c1C(=O)CSc1nc2ccccc2c(=O)n1-c1ccc(C)cc1	-1	i	-1.5	1	i	-2	-1	-3	-2	0
14	O=C(Nc1ccc(F)c(Cl)c1)C1CCCN(C2=NS(=O)(=O)c3ccccc32)C1 (stereo not drawn)	-3	i	0.6	-1	i	-3	19	-5	-4	2
15	Cc1cccc(C)c1NC(=O)C1C2C=CC(C2)C1C(=O)O (stereo not drawn)	-1	i	-3.1	1	i	2	0	-10	-2	-2
16	COc1cccc(C(=O)OCC(=O)N2CCc3ccccc3C2)c1OC	4	i	-0.9	-1	i	-3	-4	-3	0	-2
17	Cc1ccc([N+](=O)[O-])c(NC(=O)COC(=O)CCNS(=O)(=O)c2cccs2)c1C	-3	i	-0.4	4	i	4	-5	/	0	1
18	COc1ccc(C(=O)OCC2CC(c3ccccc3)=NO2)cc1OC (stereo not drawn)	-1	i	-1.7	-1	i	-6	-1	-6	-4	3
19	CCN(CC)CCOc1ccc(/C(=C(\Cl)c2ccccc2)c2ccccc2)cc1	0	i	-4.1	3	i	-5	-59	-3	1	7
20	O=C(CCc1ccncc1)N1CCCC(Nc2ccc(F)cc2)C1 (stereo not drawn)	4	i	0.4	5	i	2	2	-5	-2	-1
21	CCCCS(=O)(=O)N1CCN(S(=O)(=O)c2ccc(Cl)s2)CC1	-1	i	-0.5	8	i	-4	-2	4	-3	-2
22	O=C(/C=C/c1cccs1)N1CCCCC1	4	i	-0.2	2	i	-5	-4	3	-2	-3
23	Cc1[nH][nH]c(=O)c1C(c1ccc(O)c([N+](=O)[O-])c1)c1c(C)[nH][nH]c1=O	-1	i	-2.0	-7	i	-14	-12	-2	-1	-4
24	S=C1NCCOCCNC(=S)NCCOCCOCCOCCN1	0	i	-1.9	12	i	-4	2	0	1	-2
25	COc1ccc(N2CCN(C3CC(=O)N(c4ccc5c(c4)OCCO5)C3=O)CC2)cc1 (stereo not drawn)	9	i	-0.8	-6	i	0	-4	0	8	-1
26	O=C(NCC1CC1)c1ccccc1Cl	0	i	-2.2	0	i	5	-1	-4	-11	-3
27	O=C(CCNC(=O)C1CCN(S(=O)(=O)c2ccccc2)CC1)NCc1cccc(C(F)(F)F)c1	2	i	0.3	-3	i	2	-2	-3	3	-2
28	COc1ccc(NC(=O)c2ccc(C(=O)c3cc(OC)ccc3OC)cc2)cc1	4	i	-2.0	6	i	2	-1	0	3	-1
29	C#CCOCCOCCOCCNc1nc(N2CCN(C(=O)C([C@@H](C)CC)n3cc(C(N)CO)nn3)CC2)nc(N2CCN(C(=O)[C@H](CCC(=O)O)n3cc(C(N)CC(C)C)nn3)CC2)n1 (stereo partly drawn)	4	i	-0.3	-2	i	-3	-7	-3	3	-1
30	CCCCCNC(=O)c1ccc2c(=O)n(CC3CCCO3)c(=O)[nH]c2c1 (stereo not drawn)	1	i	-1.1	4	i	-1	-1	-11	1	0
31	Cc1cc(C)nc(SCNC(=O)c2ccc(Cl)cc2)n1	5	i	1.4	3	i	0	5	-5	4	-1
32	CC(NC(=O)CN1C(=O)NC(C)(C2CC2)C1=O)c1ccc(F)cc1 (stereo not drawn)	-1	i	-1.4	1	i	-4	4	-3	4	0
33	O=C(O)C[C@H]1c2ccccc2S(=O)(=O)N1c1ccccc1	0	i	-2.0	3	i	-4	-4	-6	-6	3
34	Cc1ccc(S(=O)(=O)N(CC(=O)N2CCN(c3ccc(F)cc3)CC2)C2CCCCC2)cc1	-4	i	1.4	-8	i	-8	4	-3	9	4
35	O=C(COC(=O)CSCC(=O)N1CCCCC1)NCc1ccc(F)cc1	-3	i	0.4	0	i	5	0	-9	-5	2
36	CCOc1ccc(N/C(N)=N/c2nc(C)c(C)c(=O)[nH]2)cc1	4	i	-2.1	-1	i	2	0	-13	-8	-2
37	Cn1ccnc1-c1nc2ccccc2[nH]c1=O	-1	i	0.6	7	i	-2	-20	-1	-4	0
38	COc1ccccc1C(=O)NCCC(=O)N1CC=C(c2ccccc2)CC1	4	i	-5.5	-1	i	3	-6	0	42*	-3
39	Cc1ccc(CN(Cc2cc3cccc(C)c3[nH]c2=O)C(=O)N(C)C)cc1	-3	i	-1.3	-5	i	5	-3	-8	8	0
40	COc1ccc(C(=O)OCC(=O)N2c3ccccc3CC2C)cc1S(=O)(=O)N1CCOCC1 (stereo not drawn)	-3	i	-0.9	-5	i	-1	-1	/	-3	0
41	Cc1noc(NS(=O)(=O)c2ccc(NC(=O)CSc3nc4ccccc4[nH]3)cc2)c1C	1	i	-0.2	1	i	-5	12	7	-1	-4
42	Clc1ccc(Nc2cc(-c3ccccc3)nc3ncnn23)cc1	-7	i	-0.8	32	i	-3	11	-7	5	0
43	Cc1noc(C)c1S(=O)(=O)N1CCN(C(c2ccccc2)c2ccc(Cl)cc2)CC1 (stereo not drawn)	-3	i	0.3	0	i	-2	2	-4	9	3
44	Cc1ccc(NS(=O)(=O)c2cc(C(=O)N3CCN(CCO)CC3)ccc2C)cc1	1	i	-2.0	0	i	-1	5	-5	1	0
45	Cc1ccc(S(=O)(=O)N2CCN(C(=O)COC(=O)CCOc3ccccc3)CC2)c(C)c1	5	i	0.6	1	i	6	-2	-3	-1	2
46	CCOc1ccc(S(=O)(=O)N2CCN(C(=O)COc3ccc(Br)cc3)CC2)cc1	0	i	1.1	-2	i	3	8	0	-5	-3
47	CC1=CCC[C@H]2[C@H](C1)C(=O)C[C@@H](C)[C@]2(C)CC/C(=C/CO)CO	-1	i	-0.6	-1	i	3	-6	1	6	-2
48	C=CCNC(=O)c1onc(CSc2ccccc2CC)c1C(=O)O	3	i	-0.8	1	i	-8	6	-2	-3	3
49	CCN(Cc1ccccc1)C(=O)C(C)OC(=O)c1cc(S(=O)(=O)Nc2c(C)n(C)n(-c3ccccc3)c2=O)ccc1C (stereo not drawn)	-2	i	0.7	-5	i	-6	0	-3	3	-2
50	O=C1CCc2cc(S(=O)(=O)NCc3ccccc3Cl)cc3c2N1CC3	4	i	2.5	1	i	-4	2	-2	-2	2
51	COC(=O)c1ccc(Oc2ccc3nnc(C)n3n2)cc1	1	i	-1.0	4	i	-4	-3	5	2	-5
52	CCn1cnc2cc(NCc3cccc(OC)c3O)ccc21	7	i	-0.1	0	i	0	-3	-18	3	-4
53	CCOC(=O)/C(C#N)=C/c1cccn1-c1ccc(Cl)cc1	0	i	4.6	-1	/	-4	-1	-14	-5	2
54	CCOC(=O)c1c2c(n(C)c1C)C(=O)C(=O)c1ccc(Br)cc1-2	-3	i	2.9	88*	i	4	22	-4	3	2
55	Oc1ccc(/C=N/Nc2ncnc3c2ncn3Cc2ccccc2)cc1O	12*	i	8.7	2	i	5	5	-3	39*	1
56	CCCCCC(=O)Nc1ccc(S(=O)(=O)Nc2nccc(C)n2)cc1	3	i	-0.4	1	i	-6	1	-6	5	-1
57	Cc1nnsc1-c1nnc(SCC(=O)c2ccc(C#N)cc2)n1C1CC1	-2	i	-2.3	-1	i	0	-8	-2	-3	11
58	CCC(=O)N(Cc1cc2ccc(C)cc2n2nnnc12)C1CCCCC1	1	i	-8.2	2	i	7	2	-6	1	4
59	O=C(Cn1cc([N+](=O)[O-])cn1)N1CCc2ccccc21	6	i	0.3	-1	i	-5	-4	-5	-3	-4
60	CCC(CO)Oc1cc(NCc2cccc(O)c2)c2ncn(C(C)C)c2c1 (stereo not drawn)	2	i	0.1	-5	i	2	0	-6	3	-3

From compound 59 as far as 60, copied from above:
#	smiles	Rin1-Abl PPI inh	Rpn11 inh	LMPTP inh	DNMT1 block	Neddylation inh	CSN deneddyl inh	SUMO1-SIM PPI	Scp-1 inhibitor	NadD block	STEP block
59	O=C(Cn1cc([N+](=O)[O-])cn1)N1CCc2ccccc21	6	i	0.3	-1	i	-5	-4	-5	-3	-4
60	CCC(CO)Oc1cc(NCc2cccc(O)c2)c2ncn(C(C)C)c2c1 (stereo not drawn)	2	i	0.1	-5	i	2	0	-6	3	-3

Going on with the list.
#	smiles	Rin1-Abl PPI inh	Rpn11 inh	LMPTP inh	DNMT1 block	Neddylation inh	CSN deneddyl inh	SUMO1-SIM PPI	Scp-1 inhibitor	NadD block	STEP block
61	O=C(CC(C(=O)O)C1CCCO1)Nc1cccc(C(F)(F)F)c1 (stereo not drawn)	0	i	-0.4	0	i	1	-1	0	-2	-7
62	COc1cc(/C=C2\SC(=S)N(CCC(=O)Nc3ccccn3)C2=O)cc(OC)c1OC	0	i	0.3	-1	i	5	-10	-7	0	-1
63	COCCOC(=O)c1c(NC(=O)CN2CCOCC2)sc(C(N)=O)c1C	0	i	-0.1	5	i	-2	1	0	-3	2
64	COc1ccc(-c2ccc(SCC(=O)c3ccc(F)cc3)nn2)cc1OC	0	i	3.0	-4	i	-2	-2	-2	-3	4
